PGK inhibitor = inhibitors of T. brucei phosphoglycerate kinase | P07378 | PGK/GAPDH coupled, Kinase-Glo luminescence, 60 min | Potency, µM (titrated, usually from 57.5 µM), inactives show at the top dose activity change, negative = inhibition, most hits filed as inhibitors | 380,000 compounds, 0.043% hits; further: on the % scale 0 is the no-effect control and ±100 the full control effect; nearly all actives have a fitted effect of over 60% in size
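Recombinant glycosomal PGK reaction used 1,3-bisphosphoglycerate generated in-well by GAPDH (100nM final) in 100mM TEA pH 7.6, 5mM MgCl2, 0.01% Tween-20. After 60 minutes at room temperature, ATP was read by Kinase-Glo Plus luminescence end-point.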
TrxR1 inh = blocks rat thioredoxin reductase 1; O89049; recombinant rTrxR1, NADPH fluorescence consumption, selenite substrate; Potency, µM (series often up to 114 µM), for inactives: at the highest dose activity change, negative = inhibition, hits mostly inhibitors; 390,000 compounds, 1% hits; further: on the % scale 0 is the no-effect control and ±100 the full control effect; nearly all actives have a fitted effect of over 65% in size
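Rat TrxR1 (90 nM in the dispensed reagent) was pre-reduced with 400 uM NADPH for 5 min at room temperature, then incubated with compound for 15 min. After 400 uM selenite was added, NADPH fluorescence (Ex 340/Em 450 nm) was followed for 8 min.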
GLS inh = inhibitors of human glutaminase (GLS) | O94925 | GLS enzymatic activity, qHTS titration | Potency, µM (top dose mostly 45.5 µM), inactives show at the highest dose activity change, negative = inhibition, most hits filed as inhibitors | 410,000 compounds, 0.21% hits | AID 624170; further: on the % scale 0 is the no-effect control and ±100 the full control effect
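Enzyme dispensed in phosphate buffer (45 mM, pH 8.2, 0.02% Tween-20), compounds pinned in, then 1 mM L-glutamine solution and the glutamate oxidase–HRP–Amplex Red mix added; fluorescence read immediately and again after 30 min at room temperature.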
HP1b chromo inh = inhibitors of HP1-beta chromodomain binding to methylated histone tails; P83916; AlphaScreen HP1-beta / biotin-H3K9me3 peptide binding; Potency, µM (doses to about 114 µM), for the others: at the highest dose activity change, negative = inhibition, most hits filed as inhibitors; 390,000 compounds, 0.56% hits; further: nearly all actives have a fitted effect of over 70% in size; inactives centre near 23
Target sequence (P83916 whole entry, looked up): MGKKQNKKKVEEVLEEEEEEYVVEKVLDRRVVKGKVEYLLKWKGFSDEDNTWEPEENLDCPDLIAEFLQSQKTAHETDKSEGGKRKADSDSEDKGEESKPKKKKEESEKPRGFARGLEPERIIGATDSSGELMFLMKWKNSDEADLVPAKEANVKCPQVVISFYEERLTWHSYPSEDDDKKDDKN
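AlphaScreen: HP1-beta (50 nM) preformed 30 min with biotin-H3(1-18)K9me3 peptide (50 nM) in PBS pH 7.4, 0.01% Tween-20. Compound added for 30 min at RT, then streptavidin donor/nickel chelate acceptor beads (10 ug/mL) for 30 min.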
ERG-DNA inh = inhibitors of human ERG Ets domain-DNA interaction. fluorescence polarization, His-ERG Ets domain / labelled DNA. Potency, µM (highest dose often 76.9 µM), without a hit: top-dose FP activity, negative = inhibition, usual class: inhibitors. 370,000 compounds, 0.028% hits. AID 624246; active means well fitted inhibition curve with a large enough effect in the polarisation, with a control signal flat; inconclusive means small, poorly fitted or top-dose-only effect, or effect the other way, or a change in a side signal; inactive means no such curve, though single readings can be large or run the other way; the % refers to the polarisation;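 further: polarization taken with two DNA probes labelled with fluorescein and Texas red; % of control where 0% means no effect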
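His-tagged ERG Ets domain (1 uM in the protein solution; 300mM KCl, 50mM Tris-HCl, 1mM EDTA, 1mM DTT, pH 7.5) received compound, then a probe mix of 5 nM fluorescein-DNA and 100nM Texas-615-DNA. Fluorescence polarization was read for both dyes.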
Pin1 inh = human Pin1 inhibition; 390,000 compounds, 0.009% hits; Pin1 FP peptide displacement, HiFluor488, 10 min; Potency, µM (series often up to 115 µM), for the others: at the highest dose activity, negative = inhibition, hits mostly inhibitors; active means well fitted inhibition curve with a large enough effect in the polarisation, with a control signal flat, not every such curve was filed as active; inconclusive means small, poorly fitted or top-dose-only effect, or effect the other way, or a change in a side signal; inactive means no such curve, though single readings can be large or run the other way; the % refers to the polarisation; further: on the % scale 0 is the no-effect control and ±100 the full control effect
JMJD2A Tudor = JMJD2A Tudor domain (human) inhibition. O75164. AlphaScreen JMJD2A-Tudor / H3K4me3 peptide binding. Potency, µM (titrated, usually from 114 µM), without a hit: top-dose activity change, negative = inhibition, actives largely listed as inhibitors. 390,000 compounds, 4.4% hits. AID 504339; further: on the % scale 0 is the no-effect control and ±100 the full control effect; nearly all actives have a fitted effect of over 50% in size
ALOX12 inh = blocks human arachidonate 12S-lipoxygenase; Potency, µM (series often up to 108 µM), inactives show at the highest dose activity change, negative = inhibition, hits mostly inhibitors; purified 12hLO, xylenol orange hydroperoxide absorbance; 580,000 compounds, 1.1% hits; P18054; AID 1671190; further: on the % scale 0 is the no-effect control and ±100 the full control effect
Target sequence (P18054 whole entry, looked up): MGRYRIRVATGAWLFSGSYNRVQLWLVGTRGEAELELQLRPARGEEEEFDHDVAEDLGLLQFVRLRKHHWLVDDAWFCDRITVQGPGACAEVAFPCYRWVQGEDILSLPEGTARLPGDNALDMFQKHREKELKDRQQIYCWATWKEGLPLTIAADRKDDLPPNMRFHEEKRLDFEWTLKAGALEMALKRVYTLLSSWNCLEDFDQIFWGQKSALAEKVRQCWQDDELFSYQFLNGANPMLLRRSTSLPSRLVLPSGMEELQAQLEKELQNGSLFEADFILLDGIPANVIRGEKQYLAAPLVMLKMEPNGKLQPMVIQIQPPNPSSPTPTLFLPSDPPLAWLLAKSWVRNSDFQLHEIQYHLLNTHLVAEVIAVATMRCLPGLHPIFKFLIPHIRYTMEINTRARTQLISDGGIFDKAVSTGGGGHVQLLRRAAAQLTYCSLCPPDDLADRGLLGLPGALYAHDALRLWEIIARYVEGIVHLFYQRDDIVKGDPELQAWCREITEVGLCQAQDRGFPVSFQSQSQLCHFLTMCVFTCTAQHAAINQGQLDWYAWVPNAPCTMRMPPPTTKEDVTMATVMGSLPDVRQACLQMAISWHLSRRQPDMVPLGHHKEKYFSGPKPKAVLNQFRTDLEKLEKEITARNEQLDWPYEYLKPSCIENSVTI
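Purified human 12hLO (150 nM final) in 25 mM Hepes, 0.01% Triton X-100, pH 7.0 was preincubated 15 min at room temperature with compound. Then 40 uM arachidonic acid was added, 30 min. Hydroperoxide was read by Fe-XO absorbance ratio 573/405 nm.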
RGS4 inh = blocks human RGS4-accelerated GTP hydrolysis; P49798; Transcreener GDP fluorescence polarization, RGS4-accelerated GTP hydrolysis; Potency, µM (doses to about 114 µM), inactives show at the top dose activity change, negative = inhibition, hits mostly inhibitors; 390,000 compounds, 0.039% hits; AID 504845; further: on the % scale 0 is the no-effect control and ±100 the full control effect; nearly all actives have a fitted effect of over 75% in size; some results filed as inactive show a strong effect at the top dose
Target sequence (P49798 whole entry, looked up): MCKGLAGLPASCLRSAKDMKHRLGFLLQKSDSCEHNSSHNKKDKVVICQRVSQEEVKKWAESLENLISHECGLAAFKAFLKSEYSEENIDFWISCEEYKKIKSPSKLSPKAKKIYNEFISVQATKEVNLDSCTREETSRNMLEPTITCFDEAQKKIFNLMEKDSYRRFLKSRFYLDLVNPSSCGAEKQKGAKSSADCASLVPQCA
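MLSMR compounds (23 nl, pin-transferred) preincubated 10 min at room temperature with a 500nM (2x) first reagent, then RGS4 at 900nM (2x) plus Transcreener GDP mix added; fluorescence polarization (620/688 nm) read before and after 90 min at 30 °C.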
* hit, by the source's call; i = inactive; ? = inconclusive; . = no result given; [ ] = dose if it differs, or a comment. Unless noted, the call rests on the fitted dose curve; in most records, active means well fitted curve in the direction sought with a large enough effect; inconclusive means small, poorly fitted or top-dose-only effect, or another doubt; inactive means no such curve, though single readings can be large; an effect the other way counts as inactive or inconclusive. Potency means the concentration at half of the fitted maximal effect. Some of the compounds tested, so the mix of outcomes need not match the whole.

1) C[n+]1ccc(CC2C(=[N+]([O-])[O-])C=Nc3ncnn32)cc1 (stereo unspecified)
2) Cc1cc(=O)[nH]c2nnc(SCC(=O)N3CC(C)OC(C)C3)n12 (stereo unspecified)
3) COC(=O)c1c(C(=O)OC)c(-c2cccc(C)c2)n2c1CS(=O)(=O)C2
4) COc1cc(/C=C/C(=O)OCC(=O)N2CCCc3ccccc32)ccc1OCC#N
5) C=CCN1C(=O)CN=C1Nc1ccccc1
6) O=C(C1CCN(S(=O)(=O)c2ccc(Br)s2)CC1)N1CCN(c2ccc(F)cc2)CC1
7) COc1cc2c3c(c1OC)C1(C=CC(=NNC(N)=O)C=C1)CC3N(C(C)=O)CC2 (stereo unspecified)
8) Cc1nnsc1C(=O)Oc1ccc(Cl)cc1

entry no.	1	2	3	4	5	6	7	8
PGK inhibitor	-7%	-4%	-7%	-2%	i	-9%	.	i
TrxR1 inh	-5%[57.1 µM]	3%[57.1 µM]	9%	23%	10%	-10%	23%	3%
GLS inh	-4%	-9%	-15%	0%	0%	14%	17%	7%
HP1b chromo inh	38%	40%[activator]	34%	20%	32%[activator]	8%	18%	3%
ERG-DNA inh	-2%	2%	11%	4%	5%	6%	24%	-2%
Pin1 inh	10%	-8%	5%	2%	-7%	11%	8%	2%
JMJD2A Tudor	4%	4%	-9%	-12%	-11%	-25%	-11%	-3%
ALOX12 inh	0%	-8%	451%[activator]	233%[activator]	?	-17%	-3%	-15%
RGS4 inh	-6%	1%	-6%	-9%	10%	4%	7%	-6%

As entered above:
Result for entry 5 in GLS inh: 0%
Result for entry 1 in PGK inhibitor: -7%
Result for entry 7 in JMJD2A Tudor: -11%
Result for entry 8 in Pin1 inh: 2%
Result for entry 2 in ALOX12 inh: -8%

Remaining list, next part.
9) O=C(Nc1ccc([N+](=O)[O-])cc1)c1cc2ccccc2nc1Cl
10) CCN1CCC(NC(=O)Nc2ccccc2C(=O)OC)CC1
11) CCCc1nnc(SCC(=O)N2CCCC(C)C2)n1CCCOC (stereo unspecified)
12) COc1ccc(N2CCN(S(=O)(=O)c3c[nH]c(=O)[nH]c3=O)CC2)cc1
13) CC(C)C[C@H](NC(=O)c1nc[nH]c1C(=O)N(C)Cc1ccccc1)C(=O)OC(C)(C)C
14) Cc1cccc(OCCCC(=O)Nc2ccc(N3CCCCC3)cc2)c1
15) CC(=O)N(C1=C(N)C(=O)c2ccccc2C1=O)c1ccccc1
16) O=C(Nc1ccccc1N1CCCCC1)c1ccc([N+](=O)[O-])o1

entry no.	9	10	11	12	13	14	15	16
PGK inhibitor	-8%	.	-6%	-6%	-5%	-1%	.	i
TrxR1 inh	5%	18%	19%	-3%[57.1 µM]	10%[57.1 µM]	7%	31%	?
GLS inh	0%	6%	8%	25%	-1%	-2%	-1%	5%
HP1b chromo inh	9%	37%	45%[activator]	-14%	29%	46%[activator]	7%	45µM*
ERG-DNA inh	-1%	10%	0%	2%	-7%	0%	0%	-6%
Pin1 inh	0%	0%	2%	-2%	-1%	-1%	-1%	-4%
JMJD2A Tudor	-9%	-11%	5%	-17%	?	-10%	-14%	?
ALOX12 inh	0%	-6%	2%	-4%	3%	30%	7%	?
RGS4 inh	-12%	10%	1%	3%	9%	3%	-4%	-13%

17) Cc1ccc(S(=O)(=O)N2CCc3cc(C(=O)Nc4ccc(C(F)(F)F)cc4)ccc32)cc1
18) O=C(NCCc1nc2ccccc2[nH]1)c1ccc([N+](=O)[O-])cc1
19) Cc1ccc(N(CC(=O)NCCSc2ccccn2)S(C)(=O)=O)cc1
20) Cc1sc2ncnc(N3CCC(C(=O)Nc4ccc(C#N)cc4)CC3)c2c1C
21) COc1ccc(CNC(=O)C(C)n2nc(C)c3c(C)n(-c4ccc(C)cc4)nc3c2=O)cc1 (stereo unspecified)
22) CCCCn1c(N)c(N(CCOC)C(=O)c2cc(=O)[nH]c3ccccc23)c(=O)[nH]c1=O
23) c1ccc2c(c1)oc1c(N3CCN(Cc4ccc5c(c4)OCO5)CC3)ncnc12
24) CC(C)(C)C(=O)Nc1ccc(S(=O)(=O)c2ccc(NC(=O)C(C)(C)C)cc2)cc1

entry no.	17	18	19	20	21	22	23	24
PGK inhibitor	0%	-2%	-4%	-3%	-7%	-8%	i	-4%[11.5 µM]
TrxR1 inh	30%	21%[57.1 µM]	24%[57.1 µM]	-3%	11%	-8%	22%	9%
GLS inh	-4%	-15%	-2%	4%	-23%	-6%	12%	-2%
HP1b chromo inh	27%	18%	33%[activator]	9%	-5%	36%	-1%	12%
ERG-DNA inh	0%	-2%	-1%	-3%	-3%	16%	0%	.
Pin1 inh	18%	-2%	-12%	1%	1%	3%	29%	3%
JMJD2A Tudor	-14%	-21%	-8%	-26%	?	1%	?	-14%
ALOX12 inh	9%	23%	-4%	?	-26%	96%[activator]	-1%	7%
RGS4 inh	-3%	-18%	-20%	-2%	-25%[11.4 µM]	-28%	-33%	0%

25) Cc1cccc(C(=O)NNC(=O)C2CCCO2)c1 (stereo unspecified)
26) Cc1sc2nc(CSCC(=O)N(CCC#N)c3ccccc3)[nH]c(=O)c2c1C
27) O=C(c1ccccn1)N1CCN(c2cccc(C(F)(F)F)c2)CC1
28) CC(Nc1ccc(N2CCOCC2)cc1)C(=O)N1c2ccccc2CC1C (stereo unspecified)
29) Cc1ccc(C(=O)COC(=O)c2cc(-c3ccc(Cl)cc3)nc3ccccc23)cc1
30) CN(CC(=O)Nc1cccc(F)c1)C(=O)CCSc1ccc(F)cc1
31) C=C(C)C(=O)N1CCN(C(=O)C(=C)C)c2ccccc21
32) CNC[C@H]1Oc2ccc(NC(=O)Cc3cn(C)c4ccccc34)cc2CC(=O)N([C@@H](C)CO)C[C@H]1C

entry no.	25	26	27	28	29	30	31	32
PGK inhibitor	-14%	-7%	-5%	2%	-4%	-9%	-7%	-1%
TrxR1 inh	8%[57.1 µM]	14%	11%	3%	17%	-3%	8%[2.29 µM]	-19%
GLS inh	11%	-2%	0%	-11%	14%	-7%	2%	3%
HP1b chromo inh	17%	33%	81%[activator]	-12%	56%[activator]	21%	32%[57 µM]	25%
ERG-DNA inh	4%	-5%	1%	9%	-4%	-1%	-2%	18%
Pin1 inh	-8%	24%	0%	-1%	13%	4%	-1%	?
JMJD2A Tudor	-20%	-4%	-5%	?	12%	-8%	-8%	?
ALOX12 inh	54%[activator]	2%	-8%	?	0%	?	2%	0%
RGS4 inh	17%	?	-18%[56.9 µM]	-34%	6%	-30%	-10%	-17%

Four structures already listed, ordered by count of non-hydrogen atoms, descending:
32) CNC[C@H]1Oc2ccc(NC(=O)Cc3cn(C)c4ccccc34)cc2CC(=O)N([C@@H](C)CO)C[C@H]1C
28) CC(Nc1ccc(N2CCOCC2)cc1)C(=O)N1c2ccccc2CC1C (stereo unspecified)
30) CN(CC(=O)Nc1cccc(F)c1)C(=O)CCSc1ccc(F)cc1
25) Cc1cccc(C(=O)NNC(=O)C2CCCO2)c1 (stereo unspecified)

entry no.	32	28	30	25
PGK inhibitor	-1%	2%	-9%	-14%
TrxR1 inh	-19%	3%	-3%	8%[57.1 µM]
GLS inh	3%	-11%	-7%	11%
HP1b chromo inh	25%	-12%	21%	17%
ERG-DNA inh	18%	9%	-1%	4%
Pin1 inh	?	-1%	4%	-8%
JMJD2A Tudor	?	?	-8%	-20%
ALOX12 inh	0%	?	?	54%[activator]
RGS4 inh	-17%	-34%	-30%	17%

Continuation.
33) Cc1ccc(NC(=O)C2CCN(C(=O)N3CCOc4ccccc43)CC2)cc1
34) O=c1[nH]cnc2c1nnn2Cc1ccccc1
35) COc1ccc(-c2cc(-c3cc(OC)ccc3O)[nH]n2)cc1
36) CC(C)(C)C(=O)N1CCN(c2ccc([N+](=O)[O-])c(NCC3CCCO3)c2)CC1 (stereo unspecified)
37) CCOC(=O)C1=C(O)/C(=C/c2cc(OC)c(OC)c(OC)c2)N=C1C
38) O=C(O)c1csc(Br)c1Br
39) CCC1CCCCN1CCCNC(=O)c1ccc(CS(=O)(=O)c2ccc(Br)cc2)o1 (stereo unspecified)
40) CNS(=O)(=O)c1cccc(C(=O)OCC(=O)NC2CCCC(C)C2C)c1 (stereo unspecified)
41) Cc1cc(NC(=O)CCc2ccccc2)c([N+](=O)[O-])cc1C
42) O=[N+]([O-])c1cc(S(=O)(=O)N2CCCC2)ccc1SCCO
43) COc1cccc(/C=N/Nc2nnc3c(n2)[nH]c2ccccc23)c1OC

entry no.	33	34	35	36	37	38	39	40	41	42	43
PGK inhibitor	4%	-14%	-7%	-11%	i	1%	-7%	-10%	2%	3%	6%
TrxR1 inh	13%[57.1 µM]	2%[57.1 µM]	8%[57.1 µM]	1%	-8%	-8%	17%	15%	1%	-13%	-20%
GLS inh	0%	-1%	?	8%	-3%	12%	-9%	1%	6%	3%	7%
HP1b chromo inh	28%	-2%	?	-12%	27%	28%	37%[activator]	27%	-29%	29%	40%[activator]
ERG-DNA inh	-6%	8%	-7%	.	5%	0%	3%	-6%	-2%	-7%	23%
Pin1 inh	3%	1%	1%	3%	-14%	-6%	4%	-1%	3%	2%	4%
JMJD2A Tudor	-12%	-11%	28µM*	-20%	-12%	-11%	7%	-11%	?	-8%	-8%
ALOX12 inh	36%[activator]	0%	?	-17%	117%[activator]	1%	3%	-16%	-4%	-12%	487%[activator]
RGS4 inh	-4%	20%	-27%[11.4 µM]	7%	-40%	0%	28%	-2%	-32%	14%	4%

Screens from PubChem.
